From PubChem BioAssay
IDE exosite FP = displaces the probe from the exo-site of human IDE | P14735 | purified IDE, FL-6b probe fluorescence polarization; stronger effect = lower value | z-score at 20 µM | 17,000 compounds, 6.3% hits | AID 1259349;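 active means z-score of -3 or lower, meaning strong loss of probe binding signal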;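 further: His-tagged human IDE residues 42-1019 made in E. coli with 30 nM FL-6b probe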
Target sequence (P14735 42-1019 limits assumed): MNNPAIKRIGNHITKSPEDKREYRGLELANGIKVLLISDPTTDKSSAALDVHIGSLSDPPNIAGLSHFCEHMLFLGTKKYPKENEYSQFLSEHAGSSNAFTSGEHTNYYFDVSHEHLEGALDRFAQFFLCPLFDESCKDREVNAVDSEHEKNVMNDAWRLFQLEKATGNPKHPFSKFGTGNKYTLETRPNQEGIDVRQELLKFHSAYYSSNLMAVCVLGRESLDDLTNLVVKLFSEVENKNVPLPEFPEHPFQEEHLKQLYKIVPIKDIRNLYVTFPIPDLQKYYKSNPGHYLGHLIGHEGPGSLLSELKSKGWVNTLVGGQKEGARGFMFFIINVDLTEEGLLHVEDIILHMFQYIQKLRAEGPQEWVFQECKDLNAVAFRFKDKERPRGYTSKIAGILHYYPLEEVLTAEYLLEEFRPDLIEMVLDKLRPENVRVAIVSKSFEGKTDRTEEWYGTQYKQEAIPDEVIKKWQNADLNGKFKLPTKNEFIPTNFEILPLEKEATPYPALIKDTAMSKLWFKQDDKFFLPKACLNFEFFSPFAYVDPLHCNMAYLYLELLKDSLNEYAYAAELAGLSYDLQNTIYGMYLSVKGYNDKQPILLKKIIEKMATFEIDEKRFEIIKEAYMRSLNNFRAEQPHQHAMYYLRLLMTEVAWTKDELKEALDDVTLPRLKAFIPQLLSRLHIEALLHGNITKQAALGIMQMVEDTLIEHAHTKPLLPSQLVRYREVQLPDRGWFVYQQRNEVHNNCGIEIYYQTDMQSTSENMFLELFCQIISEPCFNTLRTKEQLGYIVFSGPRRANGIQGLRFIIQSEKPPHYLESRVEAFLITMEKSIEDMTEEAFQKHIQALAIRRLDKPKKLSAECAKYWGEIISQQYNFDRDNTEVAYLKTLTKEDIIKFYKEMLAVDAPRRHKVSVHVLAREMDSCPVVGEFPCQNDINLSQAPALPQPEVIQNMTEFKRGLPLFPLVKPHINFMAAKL
An asterisk follows results filed as active. This is a subset (hit frequency here may not be typical).

No.	smiles	IDE exosite FP
1	CO[C@H]1CN(C)C(=O)c2ccc(NC(=O)c3nc4ccccc4s3)cc2OC[C@H](C)N(Cc2cccnc2)C[C@@H]1C	0.037
2	C/C=C/c1ccc([C@H]2[C@@H](CO)N(Cc3ccccn3)[C@@H]2CNC(=O)CC)cc1	2.5
3	Cc1ccccc1-c1ccc([C@H]2[C@H](CO)N3CCCCN(CC4CC4)C[C@@H]23)cc1	-2
4	N#C[C@@H]1[C@@H](c2ccccc2-c2ccccc2F)[C@@H](CO)N1C(=O)C1CCC1	0.98
5	CCNC[C@@H]1[C@H](c2ccccc2)[C@@H](CO)N1C(=O)Cc1ccccn1	0.41
6	CCCN(C[C@H]1[C@@H](c2ccccc2)[C@H](CO)N1C(C)=O)C(=O)NC(C)C	4.3
7	O=C(C1CCCCC1)N1CC(=O)N2[C@H](CO)[C@@H](c3ccc(Br)cc3)[C@@H]2C1	-0.48
8	C[C@@H]1CN([C@H](C)CO)C(=O)CCCn2nncc2CO[C@@H]1CN(C)Cc1ccc2c(c1)OCCN2C	-0.66
9	CCC(=O)N1CCCCN2[C@H](CO)[C@@H](c3ccc(C#Cc4ccccc4)cc3)[C@@H]2C1	-9.2*
10	COc1cccc(CNC(=O)C[C@@H]2CC[C@@H]3[C@@H](COc4ccc(NC(=O)c5cccs5)cc4C(=O)N3C)O2)c1	-0.77
11	O=C(c1ccccc1F)N1CC(=O)N2[C@@H](CO)[C@H](c3ccc(C#Cc4ccc(F)cc4)cc3)[C@@H]2C1	2.1
12	CO[C@H](CN(C)S(=O)(=O)c1ccc(C)cc1)[C@@H](C)CN(C(=O)Nc1ccccc1F)[C@H](C)CO	-0.39
13	N#Cc1ccc(-c2ccc([C@@H]3[C@@H](CO)N4CCCCN(S(=O)(=O)c5ccccc5)C[C@H]34)cc2)cc1	3.6
14	CN(C)CC#Cc1ccc([C@@H]2[C@H](CO)N3C(=O)CN(C(=O)c4cccc(F)c4)C[C@@H]23)cc1	1.2
15	O=C(Nc1ccc2c(c1)[C@@H]1C[C@@H](CC(=O)N3CCc4ccccc4C3)O[C@H](CO)[C@@H]1O2)c1ccc2c(c1)OCO2	-0.09
16	N#C[C@H]1[C@@H](c2ccc(C#Cc3ccccc3F)cc2)[C@H](CO)N1C(=O)C1CCC1	0.22
17	CO[C@H](C(=O)N(C)C[C@@H]1OCc2ccccc2-c2ccccc2C(=O)N([C@@H](C)CO)C[C@H]1C)c1ccccc1	-0.48
18	COCC(=O)N1[C@H](C(=O)NCc2ccccc2)[C@@H](CO)[C@@H]2Cn3c(cccc3=O)[C@@H]21	-0.082
19	C/C=C/c1ccc([C@H]2[C@@H](CO)N[C@@H]2CN(C(=O)c2ccccc2F)C(C)C)cc1	0.51
20	COCC(=O)Nc1ccc2c(c1)[C@@H]1C[C@H](CC(=O)NCc3ccc4c(c3)OCO4)O[C@H](CO)[C@@H]1O2	0.36
21	C[C@@H]1CN([C@H](C)CO)S(=O)(=O)c2ccc(C#CC(C)(C)O)cc2O[C@@H]1CN(C)Cc1ccc(F)cc1	0.8
22	O=C(C1CCC1)N1CC(=O)N2[C@H](CO)[C@@H](c3ccc(Br)cc3)[C@@H]2C1	1.2
23	O=C(Nc1ccccc1F)N1CCCCN2[C@@H](CO)[C@@H](c3ccc(/C=C/c4ccccc4)cc3)[C@@H]2C1	-1.2
24	O=C(c1ccncc1)N1CC(=O)N2[C@H](C1)[C@@H](c1ccc(C#CCC3CCCC3)cc1)[C@@H]2CO	4.1
25	O=C(Cc1ccccn1)N1CC(=O)N2[C@@H](CO)[C@@H](c3ccc(C#CCC4CCCC4)cc3)[C@@H]2C1	1
26	C[C@@H]1CN([C@@H](C)CO)C(=O)c2cc(NS(C)(=O)=O)ccc2O[C@H]1CN(C)C	1.6
27	O=C(C[C@H]1CC[C@H]2[C@@H](COC[C@@H](O)CN2S(=O)(=O)c2cccc(Cl)c2)O1)NC1Cc2ccccc2C1	-0.31
28	Cc1ccc(-c2ccc([C@H]3[C@H]4CN(C(=O)Nc5ccc(F)cc5)CC(=O)N4[C@H]3CO)cc2)cc1	1
29	C/C=C/c1ccccc1[C@H]1[C@@H](CO)N(C(=O)Nc2ccc(OC)cc2)[C@H]1C#N	-1.3
30	COc1cccc(S(=O)(=O)Nc2ccc3c(c2)C(=O)N(C)C[C@@H](OC)[C@H](C)CN(Cc2ccccc2F)[C@H](C)CO3)c1	0.55

Brought forward from above: six entries; new compounds follow.
No.	smiles	IDE exosite FP
25	O=C(Cc1ccccn1)N1CC(=O)N2[C@@H](CO)[C@@H](c3ccc(C#CCC4CCCC4)cc3)[C@@H]2C1	1
26	C[C@@H]1CN([C@@H](C)CO)C(=O)c2cc(NS(C)(=O)=O)ccc2O[C@H]1CN(C)C	1.6
27	O=C(C[C@H]1CC[C@H]2[C@@H](COC[C@@H](O)CN2S(=O)(=O)c2cccc(Cl)c2)O1)NC1Cc2ccccc2C1	-0.31
28	Cc1ccc(-c2ccc([C@H]3[C@H]4CN(C(=O)Nc5ccc(F)cc5)CC(=O)N4[C@H]3CO)cc2)cc1	1
29	C/C=C/c1ccccc1[C@H]1[C@@H](CO)N(C(=O)Nc2ccc(OC)cc2)[C@H]1C#N	-1.3
30	COc1cccc(S(=O)(=O)Nc2ccc3c(c2)C(=O)N(C)C[C@@H](OC)[C@H](C)CN(Cc2ccccc2F)[C@H](C)CO3)c1	0.55
31	COc1ccccc1-c1ccc([C@H]2[C@H](C#N)N(C(=O)C3CC3)[C@H]2CO)cc1	-10*
32	Cc1ccccc1-c1ccc(C2[C@@H]3CN(Cc4cccnc4)C[C@H]2N3)cc1 (some centres undefined)	-14*
33	CC(=O)NC[C@H]1[C@@H](c2ccc(C#C[C@H](C)O)cc2)[C@@H](CO)N1Cc1ccccn1	1.3
34	COc1cccc(-c2ccc([C@H]3[C@H](CO)N4CCCCN(C(=O)c5ccc(F)cc5)C[C@@H]34)cc2)c1	-2
35	COCC(=O)N1[C@@H]2c3cccc(=O)n3C[C@@H]2[C@@H](CO)[C@@H]1C(=O)NCc1ccccc1	0.14
36	CC(C)C#Cc1ccc([C@H]2[C@H](CO)N3CCCCN(C(=O)NC(C)C)C[C@@H]23)cc1	0.1
37	CCCNC(=O)N1CC2(CCN(Cc3cccc(OC)c3)CC2)c2c(n(C)c3cc(OC)ccc23)[C@H]1CO	1.7
38	COc1ccccc1CNC(=O)C[C@H]1CC[C@H]2[C@@H](COc3ccc(NC(C)=O)cc3C(=O)N2C)O1	-1.8
39	O=C(CN1CCOCC1)N1[C@@H]2CNc3ccccc3[C@@H]2[C@@H]1CO	2.3
40	CCCNC(=O)N1CC(=O)N2[C@H](CO)[C@@H](c3ccc(-c4ccc(F)cc4)cc3)[C@H]2C1	-0.25
41	N#C[C@H]1[C@@H](c2ccc(C3=CCCC3)cc2)[C@H](CO)N1c1nc(-c2ccccc2)cs1	3.3
42	CCCC#Cc1ccc([C@H]2[C@H]3CN(C(=O)Cc4cccnc4)CC(=O)N3[C@H]2CO)cc1	3
43	CO[C@H](CN(C)Cc1cc(F)ccc1F)[C@H](C)CN([C@@H](C)CO)S(=O)(=O)c1ccc(C)cc1	2
44	Cc1ccccc1-c1ccc([C@H]2[C@@H](CO)N3C(=O)CN(C(=O)Nc4cccc(F)c4)C[C@@H]23)cc1	-1.2
45	OC[C@H]1[C@H](c2ccc(-c3ccc(F)cc3)cc2)[C@@H]2CN(Cc3ccncc3)CCCCN12	2.9
46	CCS(=O)(=O)N1CCCCN2[C@H](C1)[C@H](c1ccc(-c3ccc(C#N)cc3)cc1)[C@@H]2CO	5.2
47	COc1ccccc1-c1ccc([C@@H]2[C@@H](CO)N3CCCCN(C(=O)c4ccncc4)C[C@@H]23)cc1	-4.7*
48	O=C(NC[C@H]1N[C@H](CO)[C@@H]1c1ccc(-c2ccccc2)cc1)c1cccc(F)c1	1.2
49	C[C@@H]1CN([C@H](C)CO)C(=O)c2ccccc2-c2ccccc2CO[C@@H]1CN(C)S(=O)(=O)c1ccc([N+](=O)[O-])cc1	-1.1
50	CCN1[C@@H]2c3ccc(-c4ccc(F)cc4)c(=O)n3C[C@H]1[C@H](CO)[C@H]2C(=O)Nc1nccs1	2.2
51	N#C[C@@H]1[C@H](c2ccc(-c3ccccc3)cc2)[C@@H](CO)N1C(=O)Cc1ccccc1	-0.53
52	CCCC#Cc1ccc([C@H]2[C@@H](CO)N(C(C)=O)[C@@H]2CNC(=O)C2CCC2)cc1	2.9
53	CC(C)C#Cc1ccc([C@@H]2[C@@H](CO)N3C(=O)CN(C(=O)NC4CCCC4)C[C@@H]23)cc1	-0.17
54	CN1C(=O)c2cc(NC(=O)Cc3cccs3)ccc2OC[C@@H]2O[C@@H](CC(=O)NCCCN3CCOCC3)CC[C@H]21	-1
55	COc1ccc(C#Cc2ccc([C@H]3[C@@H](CO)N4CCCCN(C(=O)Nc5ccccc5F)C[C@@H]34)cc2)cc1	1.7
56	N#C[C@H]1[C@@H](c2ccccc2-c2ccc(F)cc2)[C@@H](CO)N1C(=O)Cc1ccccc1	3.6
57	O=C(C[C@@H]1CC[C@H]2[C@@H](COC[C@H](O)CN2Cc2ccc(Oc3ccccc3)cc2)O1)N1CCN(c2ccccc2)CC1	0.77
58	N#C[C@@H]1N[C@H](CO)[C@H]1c1ccc(C2=CCCC2)cc1	1.6
59	COc1cccc(-c2cccc(-c3nc(C(=O)O)cc4c3[C@@H](CCO)N(S(=O)C(C)(C)C)C4)c2)c1 (some centres undefined)	1.5
60	Cc1ccccc1S(=O)(=O)N1[C@H](CO)[C@@H](c2ccc(-c3ccc(F)cc3)cc2)[C@@H]1C#N	3.9
61	CCc1cnc(N2[C@@H](C#N)[C@@H](c3ccc(C4=CCCC4)cc3)[C@@H]2CO)s1	6.3
62	CC=Cc1ccc2n(c1=O)C[C@H]1[C@H](CO)[C@@H](C(=O)NCc3cccc(OC)c3)N[C@@H]21 (mixture of isomers)	0.2
63	Cc1ccc(S(=O)(=O)N(C)C[C@@H]2OCCCC[C@H](C)Oc3ccc(NC(=O)c4ccncc4)cc3C(=O)N([C@H](C)CO)C[C@H]2C)cc1	1.1
64	O=C(c1ccccc1)N1CC(=O)N2[C@H](CO)[C@@H](c3ccc(C#CC4CC4)cc3)[C@H]2C1	4.2
65	COc1ccc2c3c(n(C)c2c1)[C@@H](CO)N(S(=O)(=O)c1ccc(C)cc1)CC31CCN(Cc2cccnc2)CC1	-1.8
66	CCC(=O)N1CC(=O)N2[C@H](CO)[C@H](c3ccc(-c4ccccc4C)cc3)[C@@H]2C1	-8*
67	CCCC#Cc1ccc([C@H]2[C@@H](CO)N3CCCCN(S(=O)(=O)c4ccccc4C)C[C@H]23)cc1	3.2
68	Cc1ccccc1-c1ccc([C@@H]2[C@@H](CO)N3CCCCN(S(C)(=O)=O)C[C@@H]23)cc1	-18*
69	COc1cccc(C#Cc2ccc([C@H]3[C@H]4CN(C(=O)c5ccncc5)CC(=O)N4[C@H]3CO)cc2)c1	-1.6
70	COc1ccccc1NC(=O)N1CC(=O)N2[C@H](CO)[C@H](c3ccc(C#Cc4ccccc4)cc3)[C@@H]2C1	-3
71	CC(C)(C)[S@@](=O)N1Cc2cc(C(=O)NC3CCC3)nc(-c3cccc(Br)c3)c2[C@H]1CCO	0.79
72	CO[C@@H]1CN(C)C(=O)c2ccc(NS(C)(=O)=O)cc2OC[C@@H](C)N(CC2CC2)C[C@H]1C	3
73	CN(C)C(=O)c1ccc(-c2ccc([C@@H]3[C@H](C#N)N(S(C)(=O)=O)[C@H]3CO)cc2)cc1	-0.025
74	CC(C)(O)C#Cc1ccc([C@H]2[C@H]3CN(C(=O)c4cccc(F)c4)CCCCN3[C@H]2CO)cc1	3.9
75	C[C@@H](O)C#Cc1ccc([C@@H]2[C@H]3CN(CC4CCOCC4)CCCCN3[C@H]2CO)cc1	1.2
76	CN(C[C@H]1[C@@H](c2ccccc2)[C@@H](CO)N1C(=O)C1CCC1)C(=O)c1ccncc1	-2.1
77	CCC(=O)N1[C@@H](CO)[C@@H](c2ccccc2)[C@@H]1CN(CC)C(=O)c1cccc(F)c1	0.68
78	C/C=C/c1ccccc1[C@@H]1[C@H](C#N)N(C(=O)c2cccnc2)[C@H]1CO	-1
79	CCCN(C)C[C@@H]1Oc2cc(/C=C/c3ccccc3)ccc2S(=O)(=O)N([C@@H](C)CO)C[C@@H]1C	-0.64
80	O=C(c1ccccn1)N1CC(=O)N2[C@H](CO)[C@@H](c3ccc(C#Cc4ccccc4)cc3)[C@H]2C1	-9.4*

Single entries from the entries so far:
entry 71 in IDE exosite FP reads 0.79
entry 80 in IDE exosite FP reads -9.4*
entry 75 in IDE exosite FP reads 1.2
entry 78 in IDE exosite FP reads -1

(list continues)
No.	smiles	IDE exosite FP
81	COc1ccc(C[C@@H]2CCn3cc(nn3)COC[C@@H](C)NC2=O)cc1	1.4
82	COC(=O)C[C@@H]1C[C@@H]2c3cc(NC(=O)C4CCOCC4)ccc3O[C@@H]2[C@@H](CO)O1	-0.24
83	COCC(=O)N(C[C@H]1N[C@H](CO)[C@@H]1c1ccc(C2=CCCC2)cc1)C1CCCC1	-0.19
84	C/C=C/c1ccc([C@H]2[C@@H](CO)N3C(=O)CN(C(=O)Nc4cccc(OC)c4)C[C@H]23)cc1	0.83
85	CS(=O)(=O)N1CCCCN2[C@H](C1)[C@@H](c1ccc(-c3cccc(C#N)c3)cc1)[C@@H]2CO	1.7
86	O=C(C[C@@H]1CC[C@H]2[C@@H](COC[C@@H](O)CN2Cc2ccc(Oc3ccccc3)cc2)O1)N1CCN(c2ccccc2)CC1	-2.7
87	C[C@@H]1CN([C@H](C)CO)C(=O)CCCn2cc(nn2)CO[C@@H]1CN(C)C(=O)CCC(F)(F)F	0.099
88	C[C@H](CO)N1C[C@H](C)[C@H](CN(C)Cc2ccc(Oc3ccccc3)cc2)Oc2c(NS(=O)(=O)c3cn(C)cn3)cccc2C1=O	1.1
89	CC=Cc1ccc2n(c1=O)C[C@H]1N[C@@H]2[C@@H](C(=O)NC2CCCC2)[C@@H]1CO (mixture of isomers)	-0.39
90	CNC[C@H]1OCc2ccccc2-c2ccccc2C(=O)N([C@@H](C)CO)C[C@@H]1C	1.1
91	CCS(=O)(=O)Nc1ccc2c(c1)C(=O)N(C)[C@@H]1CC[C@@H](CC(=O)NC3CCCCC3)O[C@H]1CO2	-0.47
